# Screening results as filed in PubChem.
# GCN5L2 inh: GCN5L2 (KAT2A) acetyltransferase inhibition; Q92830; GCN5L2 HAT assay, ThioGlo1 CoA-SH fluorescence; Potency, µM (titrated, usually from 58.9 µM), for the others: at the top dose activity change, negative = inhibition, actives largely listed as inhibitors; hit rate 0.21% among 390,000
#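 Compounds, pin-transferred from DMSO stocks, meet 20nM GCN5L2 for 15 min before the reaction begins with H3(1-25) peptide (75uM) and acetyl-CoA (70uM). Thiol-reactive ThioGlo1 reports CoA release over 20 min at room temperature.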
# N370S GC mod: inhibitors or activators of N370S glucocerebrosidase for Gaucher disease; P04062; N370S GC spleen homogenate, 4MU-glucoside fluorescence; Potency, µM (top dose mostly 59.4 µM), for the others: top-dose activity change, negative = inhibition, hits mostly inhibitors; hit rate 0.092% among 330,000;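 also: 0% = full enzyme activity and -100% = no enzyme basal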
# FEN1 inhibitor: inhibitors of human flap endonuclease 1; hit rate 0.35% among 390,000; P39748; Recombinant FEN1 flap cleavage, fluorescence, 15 min; Potency, µM (top dose mostly 114 µM), inactives show at the top dose activity change, negative = inhibition, most hits filed as inhibitors; AID 588795; also: nearly all actives have a fitted effect of over 65% in size
# Target sequence (P39748 whole entry, looked up): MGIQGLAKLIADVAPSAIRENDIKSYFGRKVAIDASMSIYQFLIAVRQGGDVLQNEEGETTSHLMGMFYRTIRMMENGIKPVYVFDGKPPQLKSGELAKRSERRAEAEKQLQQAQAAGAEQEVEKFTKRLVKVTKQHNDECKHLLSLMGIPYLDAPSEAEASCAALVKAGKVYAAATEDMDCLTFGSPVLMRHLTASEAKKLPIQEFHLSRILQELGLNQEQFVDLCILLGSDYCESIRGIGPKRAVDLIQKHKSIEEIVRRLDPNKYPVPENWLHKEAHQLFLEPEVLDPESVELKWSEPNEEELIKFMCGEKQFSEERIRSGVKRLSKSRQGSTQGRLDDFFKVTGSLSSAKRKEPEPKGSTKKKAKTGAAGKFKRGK
#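 Enzyme 10 nM, 15 min RT preincubation with compound; start with substrate 50 nM final; reads at 0 and 15 min; qHTS titration, four-parameter Hill fit.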
# The depositor's hits bear a star; ? = inconclusive; . = no result given; & = joins results of further samples; [ ] = another dose, or the depositor's remark. Calls follow the shape of the dose curve; as a rule, active = well fitted curve in the direction sought with a large enough effect; inconclusive = small, poorly fitted or top-dose-only effect, or another doubt; inactive = no such curve, though single readings can be large; an effect the other way counts as inactive or inconclusive. Unless noted, % is scaled to controls: 0 for no effect and ±100 for the full control effect; potency is read from the fitted curve at half-maximal effect.
SMILES,GCN5L2 inh,N370S GC mod,FEN1 inhibitor
CCOC(=O)N1CCN(Cc2nc3cc(NC(=O)c4cccs4)ccc3n2C)CC1,0%,1%,-5%
CCC(Oc1ccccc1)C(=O)Nc1cc(Cl)ccc1-n1cncn1 (stereo not drawn),-4%,-4%,-2%
CCOC(=O)c1ccc(NC(=O)CSc2nc(-c3cccs3)cc(C(F)(F)F)c2C#N)cc1,-3%,.,11%&11%
Cc1ccc(S(=O)(=O)N(C)c2ccc(C(=O)N3CCc4ccccc4C3)cc2)cc1,-10%,-7%,-3%
Cc1ccc(C(=O)Nc2cccc(N(C)S(C)(=O)=O)c2)cc1S(=O)(=O)Nc1ccccc1,21%,-9%,9%
N/C(=N\c1nc(CSc2ccc(Cl)cc2)cc(=O)[nH]1)Nc1cccc2ccccc12,-8%,5%,-6%
COCCSc1ccccc1C(=O)Nc1nnc(COC)s1,-1%,-3%,-4%
CC1CCC(NC(=O)c2cc3c(s2)CCCC3)CC1 (stereo not drawn),-7%,?,-11%
CC1CCCCN1C(=O)C(Cc1ccccc1)N1C(=O)C2CCCCC2C1=O (stereo not drawn),1%,3%,-1%
CCCNC(=O)Nc1ccsc1C(=O)OC,-9%,7%,3%
O=C(C1CCN(S(=O)(=O)c2cccc3nsnc23)CC1)N1CCc2ccccc2C1,3%,1%,-13%
O=C(COc1ccc(Cl)cc1)Nc1cccc(-c2ccc3nncn3n2)c1,-1%,5%,-2%
COc1ccc(CCNC(=O)c2ccc3ccccc3n2)cc1,-3%,1%,-1%
Cc1cccc(NC(=S)Nn2cnnc2)c1C,0%,-7%,1%
N#CC1=C(N)Oc2cc(N)ccc2C1c1cccnc1 (stereo not drawn),1%,-5%,8%
COCCCNC(=O)Cc1coc2ccc3ccccc3c12,-22%,1%,-3%
COc1cc(OC)cc(C(=O)NC2CC3CCC(C2)N3C)c1 (stereo not drawn),3%,.,16%
CC(C)CC(=O)NCC(C)NC(=O)CC(C)C (stereo not drawn),-7%,7%,2%
Cc1ccc(S(=O)(=O)CC(=O)N2CCN(c3cccc(C(F)(F)F)c3)CC2)cc1,-8%,-5%,0%
Cc1cccc(N2CCN(C(=O)CCc3c(C)nc4ncnn4c3C)CC2)c1C,-2%,.,-8%
CC[N+](CC)(CC)CCOc1ccc(/C=C\c2ccccc2)cc1,?,?,.
CCCn1c(=O)c(C(=O)NCCc2ccc(OC)cc2)c(O)c2ccccc21,-6%,-7%,-28%
COC(=O)c1c(O)c2c([nH]c1=O)CCCC2,-3%[0.501 µM],3%,-5%
CC1CCCC(C)N1C(=O)COC(=O)c1cccc(S(=O)(=O)N(C)c2ccccc2)c1 (stereo not drawn),-2%,.,7%
O=C(N/N=C/C1CC=CCC1)c1ccc(Cl)cc1O (stereo not drawn),44%[activator],10%,10%

# Results in N370S GC mod and FEN1 inhibitor, for 2 of the compounds above:
compound | N370S GC mod | FEN1 inhibitor
COCCSc1ccccc1C(=O)Nc1nnc(COC)s1 | -3% | -4%
CC1CCC(NC(=O)c2cc3c(s2)CCCC3)CC1 (stereo not drawn) | ? | -11%

# Other compounds follow.
SMILES,GCN5L2 inh,N370S GC mod,FEN1 inhibitor
COc1ccc(C(=O)OC(C)C(=O)NC2CCCCC2C)cc1S(=O)(=O)N1CCOCC1 (stereo not drawn),-4%,3%,-2%
CCc1ccc2c(c1)cc(CN(C(=S)Nc1ccccc1C)C1CC1)c1nnnn12,10%,-11%,-9%
COC(=O)c1scc(C)c1N1C(=O)c2ccccc2C1=O,0%,1%,-18%
CCOC(=O)C1=C(CC)Nc2ccccc2N=C1NC(=O)c1ccc(C)c(S(=O)(=O)N2CCOCC2)c1,-8%,-5%,6%
O=C(COc1ccc(Cl)cc1)Nc1ccc(Cl)cn1,-13%,9%,-3%
CC(=O)Nc1cccc(-c2nnc3c4ccccc4c(C)nn23)c1,0%,10%,.
COCCN1Cc2cc3cc(C)ccc3nc2SC1=Nc1ccc(OC)cc1,2%,-26%,-20%
Cc1nc(SCC(=O)NCC2CCCO2)c2c3c(sc2n1)CCCC3 (stereo not drawn),-6%,-16%,-3%
O=C(Cn1c(O)c(/C=C2\C=Nc3ccc(Br)cc32)sc1=O)N1CCCC1,0%,-6%,-14%
CC[C@]12c3[nH]c4cc(CCC(=O)N(C)C)ccc4c3CCN1C(=O)[C@@H](CC(=O)NCCC1=CCCCC1)C[C@@H]2C(=O)N1CCN(C(=O)c2ccco2)CC1,-2%,.,-3%
Cc1ccccc1NS(=O)(=O)c1ccc(C(=O)NCC(c2ccccc2)N(C)C)cc1 (stereo not drawn),-4%,-23%,9%
CCN1C(=O)N[C@H](c2ccc(Br)cc2)C(C(C)=O)=C1C,-2%,0%&-4%,-12%
NC(=O)C1CCN(C(=O)c2ccc(Cl)c(S(=O)(=O)NCc3ccco3)c2)CC1,3%,.,15%
Cc1nc2ncnn2c(N2CCN(C(=O)c3cccc(F)c3)CC2)c1Cc1ccccc1,-7%,-3%,6%
CCCOCn1cc(F)c(=O)[nH]c1=O,0%,18%,-2%
COc1c(C)cc(C(=O)C2CCCN(S(=O)(=O)N(C)C)C2)cc1C (stereo not drawn),-9%,-10%,-7%
Cc1ccc(/C=C(\NC(=O)c2ccccc2)C(=O)OCc2ccccc2)cc1,-5%,29%,-9%
COc1ccc(CN2C(=O)c3ccccc3C2=O)cc1C(=O)N(C)CC(=O)Nc1c(C)cccc1C,-2%,.,10%
COc1ccc(-c2nc3cncnc3n(-c3ccccc3)c2=O)cc1,-4%,-5%,.
CCOc1ccc(N(Cc2cc3ccc(C)cc3[nH]c2=O)S(=O)(=O)c2ccccc2)cc1,-11%,?,-3%
Cc1ccc(C)c(C(=O)N2CCC(c3nc4c(nnn4Cc4ccccc4)c(=O)[nH]3)CC2)c1,-9%,.,-3%
Cc1cc(C)n(CC(=O)O)c(=O)c1[N+](=O)[O-],-10%,-5%,-1%
c1ccc2cc(CCO[C@H]3CCCCO3)ncc2c1,1%,.,-12%
COc1cc(/C=N/NC(=O)C(Cc2c[nH]c3ccccc23)NC(=O)OCC(C)C)cc([N+](=O)[O-])c1OCc1ccccc1 (stereo not drawn),-5%,-23%,-11%
COc1ccccc1C(=O)COC(=O)c1nc(Cl)ccc1Cl,1%,-3%,-8%

# A second format for 23 compounds above:
SMILES | GCN5L2 inh | N370S GC mod | FEN1 inhibitor
O=C(N/N=C/C1CC=CCC1)c1ccc(Cl)cc1O (stereo not drawn) | 44%[activator] | 10% | 10%
COc1ccc(C(=O)OC(C)C(=O)NC2CCCCC2C)cc1S(=O)(=O)N1CCOCC1 (stereo not drawn) | -4% | 3% | -2%
CCc1ccc2c(c1)cc(CN(C(=S)Nc1ccccc1C)C1CC1)c1nnnn12 | 10% | -11% | -9%
COC(=O)c1scc(C)c1N1C(=O)c2ccccc2C1=O | 0% | 1% | -18%
CCOC(=O)C1=C(CC)Nc2ccccc2N=C1NC(=O)c1ccc(C)c(S(=O)(=O)N2CCOCC2)c1 | -8% | -5% | 6%
O=C(COc1ccc(Cl)cc1)Nc1ccc(Cl)cn1 | -13% | 9% | -3%
CC(=O)Nc1cccc(-c2nnc3c4ccccc4c(C)nn23)c1 | 0% | 10% | .
COCCN1Cc2cc3cc(C)ccc3nc2SC1=Nc1ccc(OC)cc1 | 2% | -26% | -20%
Cc1nc(SCC(=O)NCC2CCCO2)c2c3c(sc2n1)CCCC3 (stereo not drawn) | -6% | -16% | -3%
O=C(Cn1c(O)c(/C=C2\C=Nc3ccc(Br)cc32)sc1=O)N1CCCC1 | 0% | -6% | -14%
CC[C@]12c3[nH]c4cc(CCC(=O)N(C)C)ccc4c3CCN1C(=O)[C@@H](CC(=O)NCCC1=CCCCC1)C[C@@H]2C(=O)N1CCN(C(=O)c2ccco2)CC1 | -2% | . | -3%
Cc1ccccc1NS(=O)(=O)c1ccc(C(=O)NCC(c2ccccc2)N(C)C)cc1 (stereo not drawn) | -4% | -23% | 9%
CCN1C(=O)N[C@H](c2ccc(Br)cc2)C(C(C)=O)=C1C | -2% | 0%&-4% | -12%
NC(=O)C1CCN(C(=O)c2ccc(Cl)c(S(=O)(=O)NCc3ccco3)c2)CC1 | 3% | . | 15%
Cc1nc2ncnn2c(N2CCN(C(=O)c3cccc(F)c3)CC2)c1Cc1ccccc1 | -7% | -3% | 6%
CCCOCn1cc(F)c(=O)[nH]c1=O | 0% | 18% | -2%
COc1c(C)cc(C(=O)C2CCCN(S(=O)(=O)N(C)C)C2)cc1C (stereo not drawn) | -9% | -10% | -7%
Cc1ccc(/C=C(\NC(=O)c2ccccc2)C(=O)OCc2ccccc2)cc1 | -5% | 29% | -9%
COc1ccc(CN2C(=O)c3ccccc3C2=O)cc1C(=O)N(C)CC(=O)Nc1c(C)cccc1C | -2% | . | 10%
COc1ccc(-c2nc3cncnc3n(-c3ccccc3)c2=O)cc1 | -4% | -5% | .
CCOc1ccc(N(Cc2cc3ccc(C)cc3[nH]c2=O)S(=O)(=O)c2ccccc2)cc1 | -11% | ? | -3%
Cc1ccc(C)c(C(=O)N2CCC(c3nc4c(nnn4Cc4ccccc4)c(=O)[nH]3)CC2)c1 | -9% | . | -3%
Cc1cc(C)n(CC(=O)O)c(=O)c1[N+](=O)[O-] | -10% | -5% | -1%
